Screens (PubChem BioAssay)
USP1-UAF1 inh – blocks the human USP1/UAF1 deubiquitinase complex. O94782. recombinant USP1/UAF1, Ub-Rhodamine cleavage fluorescence. Potency, µM (doses to about 57.1 µM), without a hit: at the highest dose activity change, negative = inhibition, actives largely listed as inhibitors. hit rate 0.23% among 390,000; also: potency is read from the fitted curve at half-maximal effect; % is scaled to controls: 0 for no effect and ±100 for the full control effect; nearly all actives have a fitted effect of over 60% in size; inactives centre near -12
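1 nM enzyme complex + cpd, 15 min RT; start with Ub-Rho 150nM final; kinetic fluorescence ex 480/em 540, 6 reads q60 s. Buffer 50mM HEPES pH 7.8, 0.5mM EDTA, 0.1 mg/ml BSA, 1mM TCEP, 0.01% Tween-20.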
Pin1 inh – human Pin1 inhibition; Pin1 FP peptide displacement, HiFluor488, 10 min; AID 504891; Potency, µM (series often up to 115 µM), for inactives: top-dose activity, negative = inhibition, most hits filed as inhibitors; hit rate 0.009% among 390,000; active = well fitted inhibition curve with a large enough effect in the polarisation, with a control signal flat, not every such curve was filed as active; inconclusive = small, poorly fitted or top-dose-only effect, or effect the other way, or a change in a side signal; inactive = no such curve, though single readings can be large or run the other way; the % refers to the polarisation; also: potency is read from the fitted curve at half-maximal effect; % is scaled to controls: 0 for no effect and ±100 for the full control effect
Target sequence (Q13526 whole entry, looked up): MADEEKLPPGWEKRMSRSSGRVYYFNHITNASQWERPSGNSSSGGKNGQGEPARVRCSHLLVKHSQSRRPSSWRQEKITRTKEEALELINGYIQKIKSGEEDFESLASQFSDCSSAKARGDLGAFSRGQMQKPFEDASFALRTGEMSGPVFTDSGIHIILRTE
TrxR1 substrate – rat thioredoxin reductase 1 substrate activity | O89049 | purified TrxR1 substrate turnover, NADPH consumption readout | Potency, µM (titrated, usually from 114 µM), without a hit: top-dose activity change, negative = substrate turnover | hit rate 0.01% among 390,000 | AID 588456; also: potency is read from the fitted curve at half-maximal effect; % is scaled to controls: 0 for no effect and ±100 for the full control effect; nearly all actives have a fitted effect of over 50% in size
Target sequence (O89049 whole entry, looked up): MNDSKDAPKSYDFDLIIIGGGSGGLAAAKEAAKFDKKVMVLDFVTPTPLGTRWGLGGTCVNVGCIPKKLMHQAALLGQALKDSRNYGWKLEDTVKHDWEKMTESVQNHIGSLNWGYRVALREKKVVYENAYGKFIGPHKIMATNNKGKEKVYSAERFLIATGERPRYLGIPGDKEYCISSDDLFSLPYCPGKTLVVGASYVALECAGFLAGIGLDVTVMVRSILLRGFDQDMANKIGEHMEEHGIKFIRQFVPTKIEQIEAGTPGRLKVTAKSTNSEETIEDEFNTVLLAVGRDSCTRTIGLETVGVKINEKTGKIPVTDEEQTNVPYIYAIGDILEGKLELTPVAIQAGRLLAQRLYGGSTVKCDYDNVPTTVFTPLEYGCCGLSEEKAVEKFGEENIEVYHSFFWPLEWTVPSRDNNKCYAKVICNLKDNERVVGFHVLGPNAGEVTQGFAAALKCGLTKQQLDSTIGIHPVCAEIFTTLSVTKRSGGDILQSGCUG
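Rat TrxR1, dispensed at 90 nM, was prereduced with 400 uM NADPH (final) for 5 min at ~22 deg C, then incubated with compound 15 min before 400 uM selenite. A first-read NADPH fluorescence drop versus no-compound background flagged substrates.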
TrxR1 inh – blocks rat thioredoxin reductase 1; O89049; recombinant rTrxR1, NADPH fluorescence consumption, selenite substrate; Potency, µM (highest dose often 114 µM), for the others: at the top dose activity change, negative = inhibition, most hits filed as inhibitors; hit rate 1% among 390,000; AID 588453; also: potency is read from the fitted curve at half-maximal effect; % is scaled to controls: 0 for no effect and ±100 for the full control effect; nearly all actives have a fitted effect of over 65% in size
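Rat TrxR1 (90 nM in the dispensed reagent) was pre-reduced with 400 uM NADPH for 5 min at room temperature, then incubated with compound for 15 min. After 400 uM selenite was added, NADPH fluorescence (Ex 340/Em 450 nm) was followed for 8 min.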
D2 antag – D2 dopamine receptor (human) antagonism; P14416; HEK293 TREx D2 cells, calcium flux, dopamine EC80; inhibition, % at 10 µM; hit rate 2% among 340,000; in the data active = inhibition above about 30%; also: 0% is about no effect
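Antagonism is scored as inhibition of an EC80 dopamine-evoked calcium signal in a force-coupled, tetracycline-inducible HEK293 T-REx D2 line, with compound present 180 s before agonist.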
TRHR agonist – activates the human TRH receptor; P34981; TRHR cells, calcium flux fluo-8, FDSS agonist mode; activation, % at 2 µM; hit rate 0.18% among 360,000; AID 493084; in the data active = activation above about 30%; also: 0% is about no effect
Target sequence (P34981 whole entry, looked up): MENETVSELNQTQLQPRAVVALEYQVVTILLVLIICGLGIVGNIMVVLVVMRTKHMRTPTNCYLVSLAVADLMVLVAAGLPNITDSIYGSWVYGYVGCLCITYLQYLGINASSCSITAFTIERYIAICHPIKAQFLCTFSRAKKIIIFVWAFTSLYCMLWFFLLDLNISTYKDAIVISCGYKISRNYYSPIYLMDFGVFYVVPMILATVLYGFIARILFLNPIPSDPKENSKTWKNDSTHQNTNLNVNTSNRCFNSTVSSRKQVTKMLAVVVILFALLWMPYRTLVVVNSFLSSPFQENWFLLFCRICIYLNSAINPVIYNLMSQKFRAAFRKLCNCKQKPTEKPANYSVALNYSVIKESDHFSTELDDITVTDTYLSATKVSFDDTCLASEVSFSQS
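Agonist-mode FDSS calcium read (Ex 480/Em 530, 1 s cycles) in 1536-well TRHR cells with fluo-8 dye, after 10-cycle baseline and 23 nL compound addition; TRH at EC20 (10 nM final) added afterwards for the enhancer phase.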
D2 ag – activates the human D2 dopamine receptor; P14416; HEK293 T-REx D2 cells, calcium flux agonist mode; activation, % at 2 µM; hit rate 0.53% among 340,000; AID 485358;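 active = activation over 3 SD above normal in the single-dose calcium agonist read, cut at about 30% in these data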; also: 0% is about no effect
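Agonism scored from kinetic calcium signal (1 read/sec, 180 s) following compound pin transfer, after a 10 s baseline. Cells: HEK293 Trex line expressing inducible D2 receptor coupled to calcium, dye-loaded after overnight culture at 30 C.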
IDH1 R132H inh – blocks human mutant IDH1 R132H enzyme. O75874. AID 602179. IDH1-R132H enzyme, NADPH consumption, diaphorase/resazurin fluorescence. hit rate 0.093% among 390,000. Potency, µM (titrated, usually from 76.6 µM), without a hit: top-dose activity change, negative = inhibition, actives largely listed as inhibitors; also: potency is read from the fitted curve at half-maximal effect; % is scaled to controls: 0 for no effect and ±100 for the full control effect; nearly all actives have a fitted effect of over 65% in size
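IDH1-R132H (0.5 ug/mL) preincubated 30 min with compound, then NADPH (0.016 mM) and alpha-KG (2 mM) added; 80 min at RT, pH 7.5. Remaining NADPH coupled via diaphorase/resazurin to fluorescence (540/590 nm); concentration-response curves normalized to no-enzyme control.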
TRHR enhancer – allosteric enhancers of human TRH receptor. P34981. TRHR cells, fluo-8 calcium fluorescence, EC20 TRH enhancement. enhancement, % at 2 µM. hit rate 0.66% among 360,000; in the data active = enhancement above about 30%; also: 0% is about no effect
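Enhancer read-out: after compound pinning and an initial kinetic agonist-mode read, an EC20 of TRH (10 nM final) was injected and fluo-8 calcium signal (Ex 480/Em 530) followed at 1 s/cycle for 100 cycles in TRHR-expressing cells.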
* marks the source's active call; other numbers are inactive results; ? = inconclusive; / = not tested or not shown; & = joins results of further samples; [ ] = remark or other dose. Unless noted, calls follow the shape of the dose curve; as a rule, active = well fitted inhibition curve with a large enough effect; inconclusive = small, poorly fitted or top-dose-only effect; inactive = no such curve, though single readings can be large or run the other way. These rows are one share of the data; rates above refer to the full screens.

SMILES	USP1-UAF1 inh	Pin1 inh	TrxR1 substrate	TrxR1 inh	D2 antag	TRHR agonist	D2 ag	IDH1 R132H inh	TRHR enhancer
COc1ccc(NC(=O)CSCC(=O)NC2(C)CCS(=O)(=O)C2)cc1 (stereo not given)	-3%	-5%	-5%	-8%	2	-0.1	-1.2	1%	-5
O=C(CSc1ccc(Cl)cc1)Nc1ccc(C2SCCS2)cc1	-10%	19%	9%[57.1 µM]	10%[57.1 µM]	4	0.3	-0.6	6%	8
O=C(Nc1ccc2nc(SCC(=O)N3CCOCC3)sc2c1)c1ccccc1Cl	-23%	0%	3%	28%	/	-0.3	0.4	0%	-7
CC(=O)N(CN1C(=O)C2C3C=CC(C3)C2C1=O)c1cccc(Cl)c1 (stereo not given)	-17%	-8%	-2%[11.4 µM]	10%[11.4 µM]	-8	0.2	-0.3	-5%	3
O=C(O)c1ccc2c(c1)S(=O)(=O)c1cc(Cl)ccc1C2=O	?	-8%	5%	-2%	2	-0.3	0.9	-16%	-4
O=C(Nc1ccccc1N1CCCCC1)C1CC(=O)N(c2ccccc2F)C1 (stereo not given)	-11%	-2%	3%	3%	1	-0.2	-0.5	-14%	-4
CCOc1ccc(CCNc2nc3c(-c4ccc(C)cc4)nnn3c3ccccc23)cc1OCC	-25%	-3%	7%	16%	/	-0.1	-0.2	10%	11
CN1CCN(C(=O)c2ccccc2NS(=O)(=O)c2ccc(F)cc2)CC1	-1%	-3%	4%	19%	-4	0.4	0.3	-11%	-10
COC(=O)CCn1nnc(-c2ccc(C(C)C)cc2)n1	-17%	-2%	-9%	-7%	-14	-0.9	-1.3	20%	4
COc1ccc(C(=O)N2CCN(c3nc(C4CC4)nc4sc(C)c(C)c34)CC2)cc1	-18%	15%	-9%	-1%	-22	0.1	-1.1	-13%	-12
COc1ccc(C2NC(=O)NC(C)=C2[N+](=O)[O-])cc1OC (stereo not given)	-10%	0%	-7%	-9%	-18	-0.2	0.5	0%	8
Cc1ccc2c(c1)C(c1ccc(F)cc1)N(C(=O)C(C)C)CC(=O)N2 (stereo not given)	-8%	-4%	7%	16%	/	0.4	-0.2	0%	-5
CCS(=O)(=O)c1nc2ccccc2n1Cc1ccccn1	0%	-3%	-6%	-9%	14	-0.2	0.0	6%	-5
CC1CCC(NC(=O)CSc2nnnn2C)CC1 (stereo not given)	-13%	-6%	2%	33%	7	0.6	1.1	1%	-2
COc1cc(/C=N/NC(=O)c2c(C)nc3ccc(Cl)cn23)cc(OC)c1OC	-13%	-13%	5%	3%	-5	-0.6	0.7	1%	-2
O=C(O)CSc1c2ccccc2cc2ccccc12	-22%	?	19%	15%	-11	0.3	-0.3	5%	13
CN(C(=O)COC(=O)c1ccc2c(c1)NC(=O)CS2)C1CCS(=O)(=O)C1 (stereo not given)	-3%	-9%	-1%	9%	/	/	/	2%	/
Cc1cc(C)cc(NC(=O)CSc2cc(C(=O)c3nccn3C)c3ccccc3n2)c1	-12%	1%	7%	10%	12	0.6	0.8	-2%	18
CCCCCn1c(SCC(=O)OCC)nc2cc(C(=O)N3CCC(C(N)=O)CC3)ccc2c1=O	-12%	7%	10%[57.1 µM]	8%[57.1 µM]	12	-0.1	0.7	3%	0
Cc1ccccc1OCC(O)Cn1c2ccccc2c2ccccc21 (stereo not given)	-23%	12%	8%[57.1 µM]	8%	-4	0.3	-0.4	10%	9
CCC(=O)c1ccc(OCc2cn(CC(=O)c3ccc(O)cc3)nn2)cc1	-33%	5%	-6%	-18%	/	/	/	2%[38.3 µM]	/
Cc1ccccc1NC(=O)C1CCN(S(=O)(=O)c2c(C)noc2/C=C/c2ccco2)CC1	0%	18%	-11%	-22%	/	0.2	0.2	0%	-8
Cc1ccc(C(=O)N(C)CC(=O)Nc2ccc(N3CCOCC3)cc2)s1	-2%	0%	-4%	13%	-3	1.2	0.3	-3%	4
O=C(c1ccc(S(=O)(=O)Cc2ccccc2F)c([N+](=O)[O-])c1)N1CCCCCC1	-4%	-10%	8%	6%[57.1 µM]	-10	1.4	1.0	1%	3
CCOC(=O)C1CCN(c2nc3c(S(=O)(=O)c4ccccc4)nnn3c3ccsc23)CC1	6%	29%	22%	43%[activator]	/	0.4	/	2%	3

Full records, looked up by structure. Order of values: USP1-UAF1 inh | Pin1 inh | TrxR1 substrate | TrxR1 inh | D2 antag | TRHR agonist | D2 ag | IDH1 R132H inh | TRHR enhancer
O=C(CSc1ccc(Cl)cc1)Nc1ccc(C2SCCS2)cc1 is listed with -10% | 19% | 9%[57.1 µM] | 10%[57.1 µM] | 4 | 0.3 | -0.6 | 6% | 8
CCCCCn1c(SCC(=O)OCC)nc2cc(C(=O)N3CCC(C(N)=O)CC3)ccc2c1=O is listed with -12% | 7% | 10%[57.1 µM] | 8%[57.1 µM] | 12 | -0.1 | 0.7 | 3% | 0
COc1ccc(C2NC(=O)NC(C)=C2[N+](=O)[O-])cc1OC (stereo not given) is listed with -10% | 0% | -7% | -9% | -18 | -0.2 | 0.5 | 0% | 8
CCS(=O)(=O)c1nc2ccccc2n1Cc1ccccn1 is listed with 0% | -3% | -6% | -9% | 14 | -0.2 | 0.0 | 6% | -5

The listing continues.
SMILES	USP1-UAF1 inh	Pin1 inh	TrxR1 substrate	TrxR1 inh	D2 antag	TRHR agonist	D2 ag	IDH1 R132H inh	TRHR enhancer
CC1CC(C)CN(C(=O)CSc2nnc(-c3ccco3)o2)C1 (stereo not given)	-12%	1%	6%	8%	17	-0.1	0.1	6%	2
O=C(CSc1ccccn1)Nc1ccc(F)c([N+](=O)[O-])c1	0%	-2%	2%[57.1 µM]	0%[57.1 µM]	0	-0.6	0.7	9%	2
Nc1nonc1C(=O)N/N=C/c1cccc([N+](=O)[O-])c1	-20%	-2%	12%[57.1 µM]	12%[57.1 µM]	23	-0.1	-0.1	22%	2
Cc1cccc(-c2nc3scc(CCNS(=O)(=O)c4ccc(F)c(C(F)(F)F)c4)n3n2)c1	-20%	4%	-2%[57.1 µM]	3%[57.1 µM]	/	0.7	0.9	3%	-3
Cc1cccc(NC(=O)c2nc[nH]c2C(=O)NCCCCNC(=O)c2[nH]cnc2C(=O)Nc2cccc(C)c2)c1	-8%	3%	17%[57.1 µM]	31%[57.1 µM]	/	/	/	?	/
Fc1ccc(NC(=S)NCc2ccccn2)cc1	-15%	-11%	-4%	-13%	9	0.2	0.7	-2%	-1
Cc1ccc(C(=O)Cn2cnc3ccccc3c2=O)cc1C	0%	-1%	-1%	9%	7	-0.3	-0.1	6%	7
Cc1cc(-n2c(C)cc(C(=O)COc3ccc(F)c(F)c3)c2C)no1	-28%	21%	0%	-6%	30*	-1.3	0.1	24%	-6
FC(F)(F)c1ccccc1NC(=S)Nc1cccc2cnccc12	-12%	-2%	9%[57.1 µM]	18%[57.1 µM]	-13	0.0	1.9	15%	-1
O=C(NCC(=O)N1CCCCCCC1)c1ccc(Cl)cc1	-11%	4%	-4%	9%	17	-0.3	-0.1	-3%	4
CCNC(=S)NCCN1CCOCC1	-6%	-1%	-10%	-18%	5	0.1	-0.3	1%	1
Cc1cccc(-n2cnc(C(=O)N/N=C\c3ccc(Br)cc3)c2)n1	2%	31%[activator]	11%[57.1 µM]	14%[57.1 µM]	2	-0.3	-0.4	4%	2
CSc1ncc(Cl)c(C(=O)Nc2ccc(S(=O)(=O)Nc3nccc(C)n3)cc2)n1	-8%&-26%	1%&-1%	-14%&1%	-18%&13%	/	2.8&-0.1	2.2	?	2&5
O=C(O)c1ccc2c(c1Sc1ccccc1)C(=O)c1ccccc1C2=O	/	/	/	/	5	1.6	-0.7	/	11
CC(=O)OC(C(=O)N1CCN(c2ccc(F)cc2)CC1)c1ccccc1 (stereo not given)	-6%	5%	-6%	-9%	13	-1.0	0.2	1%	2
COc1ccc(OC)c(C2C(C(N)=O)=C(C)Nc3nc(CCCO)nn32)c1 (stereo not given)	-15%	-6%	-2%	8%	-7	0.3	-0.2	-1%	15
CCOC(=O)CNc1nc(Cl)nc(Nc2ccc(OC)cc2OC)n1	-19%	1%	7%[2.29 µM]	18%	4	-0.9	1.2	11%	-1
O=C(c1ccccc1)c1ccc(Sc2ccc([N+](=O)[O-])cc2)cc1	?	-3%	-2%	-4%	-1	-1.4	-2.3	-10%	-1
CN(C)CCn1cnc2c1c(=O)n(C)c(=O)n2C	-14%	?	-10%	-7%	-4	0.6	0.0	7%	7
CCc1ccc2oc(=O)cc(CN3CCC(C)CC3)c2c1	-12%	9%	-4%	-33%	-27	-0.4	-1.8	20%	-5
O=S(=O)(Cc1ccccc1)Nc1ccc(F)cc1	-24%	-6%	5%	15%	/	1.0	/	-3%	1
COc1ccc(CN2CCNC(=O)C2CC(=O)N(C)Cc2nccn2C)cc1OC (stereo not given)	-24%	-9%	11%	3%	17	0.3	-0.1	2%	0
O=C(O)C1C2CCC(C2)C1C(=O)Nc1nc2ccccc2s1 (stereo not given)	2%	-6%	5%[0.457 µM]	3%	-2	-0.1	0.0	9%	11
O=C(CCc1ccccc1Cl)NC1CCCN(c2ccc(C(F)(F)F)cn2)C1 (stereo not given)	-7%	11%	-6%	0%	5	-0.1	-0.2	-3%	8
CN1CCCC(OC(=O)c2ccc(C(C)(C)C)cc2)C1 (stereo not given)	-15%	-11%	8%[57.1 µM]	22%	4	0.4	-0.5	6%	18
Cc1ccc(SCCN2CCN(Cc3ccccc3)CC2)cc1	-12%	-4%	-14%	-20%	21	-1.1	1.1	5%	-4
N#Cc1c(N)nc(SCc2ccncc2)c(C#N)c1-c1cccs1	?	26%	5%[57.1 µM]	-8%[57.1 µM]	13	0.4	0.4	-1%	-3
O=C(CNS(=O)(=O)c1ccc(F)c(Cl)c1)N1CCCCCC1	-22%	-2%	5%[57.1 µM]	-3%[57.1 µM]	-6	-0.1	-1.8	7%	0
COc1ccc(C2C(C#N)=C(N)Oc3cc(O)ccc32)cc1OC (stereo not given)	-21%	10%	6%[57.1 µM]	7%[57.1 µM]	-11	0.3	0.6	-1%	12
